PLCb3 inh: human PLC-beta3 inhibitors, primary screen, biochemical, fluorescence; 1-phosphatidylinositol 4,5-bisphosphate phosphodiesterase beta-3 (Homo sapiens), Q01970; Purified PLC-beta3, fluorogenic substrate; inhibition, % at 12.2 µM; 370,000 compounds, 0.18% hits; AID 720704, 2013; in the data active = inhibition above about 11%;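 also: 0% = median of compound wells on plate and 100% = full blocker control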
Target sequence (Q01970 whole entry, looked up): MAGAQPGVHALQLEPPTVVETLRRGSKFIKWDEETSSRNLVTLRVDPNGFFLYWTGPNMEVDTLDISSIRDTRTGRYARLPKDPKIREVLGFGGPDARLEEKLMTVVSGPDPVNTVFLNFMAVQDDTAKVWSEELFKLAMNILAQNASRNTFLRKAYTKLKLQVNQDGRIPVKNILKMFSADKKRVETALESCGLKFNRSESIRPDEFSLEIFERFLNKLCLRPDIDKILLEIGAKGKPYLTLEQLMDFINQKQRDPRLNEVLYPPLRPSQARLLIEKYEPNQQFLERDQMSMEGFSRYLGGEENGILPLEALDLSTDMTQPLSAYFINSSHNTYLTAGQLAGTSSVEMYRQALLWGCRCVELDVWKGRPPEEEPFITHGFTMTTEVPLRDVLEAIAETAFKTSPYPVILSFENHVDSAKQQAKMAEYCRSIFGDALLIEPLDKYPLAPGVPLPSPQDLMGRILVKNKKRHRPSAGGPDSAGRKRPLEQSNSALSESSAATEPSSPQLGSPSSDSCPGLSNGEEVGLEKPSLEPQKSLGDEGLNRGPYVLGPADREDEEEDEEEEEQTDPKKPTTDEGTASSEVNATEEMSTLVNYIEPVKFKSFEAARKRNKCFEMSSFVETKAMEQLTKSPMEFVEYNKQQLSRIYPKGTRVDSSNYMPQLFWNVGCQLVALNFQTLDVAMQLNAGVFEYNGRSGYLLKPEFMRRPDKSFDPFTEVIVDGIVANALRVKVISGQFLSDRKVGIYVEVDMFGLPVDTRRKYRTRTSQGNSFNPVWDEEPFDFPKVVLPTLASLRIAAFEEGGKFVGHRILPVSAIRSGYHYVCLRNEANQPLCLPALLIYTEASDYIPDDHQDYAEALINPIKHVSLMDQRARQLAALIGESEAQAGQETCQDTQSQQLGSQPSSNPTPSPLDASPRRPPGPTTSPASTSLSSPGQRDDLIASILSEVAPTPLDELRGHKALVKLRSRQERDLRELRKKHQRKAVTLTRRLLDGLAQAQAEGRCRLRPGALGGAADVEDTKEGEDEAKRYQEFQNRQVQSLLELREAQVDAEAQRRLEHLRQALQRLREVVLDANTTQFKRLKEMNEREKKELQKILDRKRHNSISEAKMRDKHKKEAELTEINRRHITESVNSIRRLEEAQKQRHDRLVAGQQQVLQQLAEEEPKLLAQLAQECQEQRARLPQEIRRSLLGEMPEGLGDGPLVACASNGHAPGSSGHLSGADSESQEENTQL
SIAE primary: human SIAE inhibitors, primary screen, biochemical, fluorescence polarization, FP-Rh probe, 1536-well HTS; Sialate O-acetylesterase (Homo sapiens), Q9HAT2; SIAE FP-Rh probe binding; 370,000 compounds, 0.69% hits; inhibition, % at 9.66 µM;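 active = inhibition above a cutoff: mean of compounds within the control limits plus 3 SD of those, cut at about 17% in these data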;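 also: 0% = plate median of compound wells and 100% = probe without SIAE protein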
DDE Tn6 FP inh: inhibitors of Tn6 peptide binding to fibrin DD(E), primary screen, biochemical, fluorescence polarization, human fibrin, Tn6 probe; Fibrinogen beta chain (Homo sapiens), P02675; Fibrin DD(E) TRITC-Tn6 fluorescence polarization displacement; inhibition, % at 8.3 µM; 370,000 compounds, 0.21% hits;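 active = inhibition above a per-campaign cutoff: mean of compounds within control limits plus 3 SD, cut at about 15% in these data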;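 also: 0% = median of all compound wells on the plate and 100% = blocking peptide control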
PLCg1 inh: PLC-gamma1 enzyme inhibitors, primary screen, biochemical, fluorescence, purified enzyme; 1-phosphatidylinositol 4,5-bisphosphate phosphodiesterase gamma-1 (Homo sapiens), P19174; fluorogenic substrate; inhibition, % at 12.2 µM; 370,000 compounds, 0.84% hits; in the data active = inhibition above about 9.5%
Tn7 DDE FP: inhibitors of Tn7 peptide binding to fibrin DD(E), primary screen, biochemical, fluorescence polarization, human fibrin, Tn7 probe; FP displacement of FITC-Tn7 peptide from fibrin DD(E); 0% = median of compound wells per plate; inhibition, % at 8.3 µM; 370,000 compounds, 0.13% hits;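 active = inhibition above the mean of compounds falling within the control limits plus 3 SD of them, cut at about 14% in these data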;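 also: 0% = plate median of compound wells and 100% = 10 µM Aha-Tn7 peptide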
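Test system: human clot-derived fibrin DD(E) complex / Quantity: 2 µM final DD(E) protein / Incubation: 10 min plus 3 h, room temperature / Measured by: fluorescence polarization / Benchmarks: high control of 10 µM Aha-Tn7 peptide / Replicates: singlicate testing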
ADAM10 inh: human ADAM10 inhibitors, primary screen, biochemical, QFRET, HTS. Disintegrin and metalloproteinase domain-containing protein 10 (Homo sapiens), O14672. recombinant ADAM10, EDANS/DABCYL FRET peptide cleavage, 3 h. inhibition, % at 7 µM. 370,000 compounds, 0.62% hits;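 active = inhibition above a per-campaign cutoff equal to the mean of compounds falling between control-based bounds plus 3 SD, cut at about 20% in these data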;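 also: 0% = DMSO wells while the 100% control is not disclosed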
ARFGAP1 inh: inhibitors of rat ARFGAP1 GAP activity, primary screen, biochemical, fluorescence polarization, GDP tracer; ADP-ribosylation factor GTPase-activating protein 1 (Rattus norvegicus), Q62848; Arfgap1-stimulated ARF1 GTP hydrolysis, GDP FP detection; inhibition, % at 16.5 µM; 360,000 compounds, 0.26% hits; AID 651572, 2012;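 active = inhibition above a per-plate limit, mean inhibition of low control wells plus 3 SD, cut at about 25% in these data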;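 also: 0% = DMSO wells with enzyme and 100% = wells lacking Arfgap1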
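Replicates: Single well per compound | Assay system: Truncated rat Arfgap1 GAP domain | Control set: No-Arfgap1 wells (100%) versus DMSO full-reaction wells (0%) | Times: Enzyme reaction 120 min at 25 °C after 20 min preincubation | Reagent: Human ARF1(Δ1-17)-GTP substrate | Measured by: Tracer-displacement fluorescence polarization with EDTA stop, 620/688 nm | Measure: Percent inhibition of Arfgap1-stimulated GTP hydrolysis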
TDP2 inh: human TDP2 enzyme inhibitors, primary screen, biochemical, epi absorbance, recombinant enzyme; AID 720702, 2013; T5PNP hydrolysis, p-nitrophenol absorbance 415 nm; inhibition, % at 12.8 µM; 370,000 compounds, 0.34% hits;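 active = inhibition above the mean of all tested compounds plus 3 SD, set per campaign, cut at about 25% in these data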;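 also: 0% = DMSO with enzyme and 100% = buffer with substrate but no TDP2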
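System – recombinant human TDP2 · Quantity – TDP2 enzyme at 120 nM final · Doses – single concentration, 12.8 µM nominal, with 1% DMSO · Incubation – 2 h at 37 °C · Measured by – epi absorbance of p-nitrophenol freed from T5PNP by hydrolysis · Read-out – % inhibition relative to enzyme-containing and enzyme-free wells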
ASAP1 inh: inhibitors of human ASAP1 ArfGAP activity, primary screen, biochemical, fluorescence polarization; Arf-GAP with SH3 domain, ANK repeat and PH domain-containing protein 1 (Homo sapiens), …; ASAP1-stimulated ARF1 GTP hydrolysis, GDP FP detection; inhibition, % at 16.5 µM; 360,000 compounds, 0.19% hits; AID 624377, 2012; in the data active = inhibition above about 25%;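 also: 0% = vehicle with enzyme and substrate and 100% = no enzyme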
ADAM17 inh: ADAM17 inhibitors, primary screen, biochemical, QFRET. Disintegrin and metalloproteinase domain-containing protein 17 (Homo sapiens), P78536. inhibition, % at 6.95 µM. 370,000 compounds, 0.83% hits. AID 720648, 2013. recombinant ADAM17, EDANS/DABCYL FRET peptide cleavage;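 active = inhibition above the mean of compounds lying between control limits plus 3 SD, set per campaign, cut at about 8.5% in these data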;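 also: 0% = DMSO-only wells as the low control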
* hit, by the source's call; i = inactive; / = not tested or not shown.

SMILES	PLCb3 inh	SIAE primary	DDE Tn6 FP inh	PLCg1 inh	Tn7 DDE FP	ADAM10 inh	ARFGAP1 inh	TDP2 inh	ASAP1 inh	ADAM17 inh
CCN(CC)CCCNC(=O)Cc1c(C(=O)O)n(C)c2ccccc12	3.8	2.3	1.0	1.2	1.2	-0.9	-1.7	4.2	5.3	-0.6
CCn1c(=NC(=O)c2ccc(N3C(=O)CCC3=O)cc2)sc2c(OC)ccc(OC)c21	-122.6	-41.9	-2.6	-94.6	-0.8	-21.0	18.1	4.9	-2.7	-8.6
COc1ccc(NC(=O)C2CCN(S(=O)(=O)c3ccc4c(c3)CC(C)N4C(C)=O)CC2)cc1OC (configuration not stated)	-4.6	-0.7	-2.8	1.5	-1.1	-15.0	9.4	10.2	2.1	-2.7
CC(C)(C)c1ccc(C(=O)Nc2cc(Cl)c(Br)cc2C(=O)O)cc1	-1.0	-77.3	-14.8	11.0*	-7.7	19.8*	/	-23.5	/	8.4
Cc1cc(OC(=O)c2cc(Br)ccc2Cl)c([N+](=O)[O-])c(=O)[nH]1	3.1	-5.6	5.2	1.4	-0.2	0.2	-5.7	-3.7	16.3	-1.2
CCOC(=O)N1CCN(S(=O)(=O)c2ccc(F)c(C(=O)Nc3ccc(C)c(Cl)c3)c2)CC1	4.2	-15.3	6.2	2.3	3.1	17.5	2.0	1.9	-5.2	7.2
COc1ccc(NC(=O)CN(C)C(=O)CSCc2c(C)noc2C)cc1	-1.4	5.7	-5.3	2.1	-4.3	-4.2	0.6	12.9	8.9	2.3
CCN(CC)S(=O)(=O)c1ccc(N2CCN(C)CC2)c(NC(=O)c2cc(=O)c3ccccc3o2)c1	-5.7	4.8	-4.7	1.8	4.3	5.0	0.1	1.0	-9.5	-3.7
COCCN(C(=O)CNC(=O)c1ccco1)C(C(=O)NC1CCCCC1)c1cccs1 (configuration not stated)	-1.1	-5.8	-3.9	3.7	7.9	-4.7	8.2	-5.5	0.6	-2.9
CC1(C)ON=C(c2cccc(F)c2)NC1=O	3.0	8.0	-0.9	2.5	-3.0	0.0	-4.4	5.7	4.8	-0.8
CC(C)(C)OC(=O)NCCCCCc1nnc(SCc2ccccc2)o1	-7.8	5.6	3.0	-5.1	8.5	2.3	-6.6	17.9	-11.0	-0.8
Cc1cc(C)c(NC(=O)CS(=O)CC(=O)Nc2ccc(F)cc2F)c(C)c1 (configuration not stated)	0.0	-1.3	6.2	-1.1	-4.0	-0.3	-2.4	12.3	5.9	-4.7
COc1ccc(NC(=S)N2CCC(NC(=O)C3CCCCC3)CC2)cc1	-1.3	-4.0	5.4	2.9	-6.0	0.9	-9.1	-11.6	2.0	0.7
COc1cccc(NC(=O)CN(C)C(=O)c2ccc(Cl)c(S(=O)(=O)N3CCCCCC3)c2)c1	-2.4	1.2	-4.5	2.4	4.3	3.9	2.7	-0.6	1.1	-0.2
O=S(=O)(Nc1ccc(F)cc1)c1ccc(S(=O)(=O)N2CCOCC2)cc1	-7.4	-0.9	5.6	-0.8	3.8	-11.8	-8.6	8.4	-10.7	-3.0
OCCC1CN(Cc2cc3c(cc2Cl)OCO3)CCN1C1CCCC1 (configuration not stated)	-2.9	2.0	8.9	4.3	4.2	-5.7	-15.6	-6.5	-2.3	-1.6
Cc1ccc(S(=O)(=O)NC(=O)Nc2cccc(S(=O)(=O)N(C)C)c2)cc1	-5.2	1.8	6.5	1.4	-0.5	-2.7	-5.4	-2.8	3.2	-3.3
COc1cc(NC(=O)c2ccccc2Cl)ccc1NC(=O)c1ccco1	3.8	7.1	-2.5	2.3	6.7	5.2	2.0	-9.3	-8.1	5.5
CCOC(=O)c1c(SCCN2CCCC2)n(-c2ccccc2)c(=S)n(-c2ccccc2)c1=O	-3.8	0.9	-3.1	-2.2	1.0	-16.9	3.8	1.3	-2.3	-3.5
COc1ccccc1NC(=S)NC(NC(=O)CC(C)C)C(Cl)(Cl)Cl (configuration not stated)	4.7	-3.7	4.0	0.0	3.3	-2.3	-3.9	-8.3	-3.2	-1.5
O=C(COc1ccccc1)NC(=S)Nc1cccc(NC(=O)c2ccccc2Cl)c1	-3.9	-4.0	6.8	6.3	-1.8	-4.6	-0.1	-6.7	9.2	2.1
COc1ccc(S(=O)(=O)NN=C2CCCCC2)cc1	-2.8	5.7	0.7	-2.4	5.1	-0.5	-5.9	5.7	-6.6	-1.4
Cc1cccc2c1NC(=O)C2=Nc1ccc(Cl)cc1	-4.2	4.3	0.7	-1.7	-6.1	1.7	-10.8	-2.3	-19.2	-0.8
COc1cccc(NC(=S)N2CCn3cccc3C2c2cccnc2)c1 (configuration not stated)	-11.1	3.9	3.2	-3.1	8.9	-1.2	-3.0	8.8	-3.2	-3.1
CC1CCCCN1S(=O)(=O)c1ccc(S(=O)(=O)NCCc2ccncc2)cc1 (configuration not stated)	0.4	5.7	3.5	1.3	4.6	3.3	10.5	3.3	-0.1	-8.0

The final 4 compounds of the part before lead into the next:
SMILES	PLCb3 inh	SIAE primary	DDE Tn6 FP inh	PLCg1 inh	Tn7 DDE FP	ADAM10 inh	ARFGAP1 inh	TDP2 inh	ASAP1 inh	ADAM17 inh
COc1ccc(S(=O)(=O)NN=C2CCCCC2)cc1	-2.8	5.7	0.7	-2.4	5.1	-0.5	-5.9	5.7	-6.6	-1.4
Cc1cccc2c1NC(=O)C2=Nc1ccc(Cl)cc1	-4.2	4.3	0.7	-1.7	-6.1	1.7	-10.8	-2.3	-19.2	-0.8
COc1cccc(NC(=S)N2CCn3cccc3C2c2cccnc2)c1 (configuration not stated)	-11.1	3.9	3.2	-3.1	8.9	-1.2	-3.0	8.8	-3.2	-3.1
CC1CCCCN1S(=O)(=O)c1ccc(S(=O)(=O)NCCc2ccncc2)cc1 (configuration not stated)	0.4	5.7	3.5	1.3	4.6	3.3	10.5	3.3	-0.1	-8.0
O=C(CSc1nnc(-c2n[nH]c3ccccc23)n1-c1ccccc1)Nc1cccc(Cl)c1	2.0	-37.3	6.0	0.7	-5.0	-0.4	6.8	-10.5	7.0	2.7
O=C(NC1(C(F)(F)F)NC(=O)N(Cc2ccccc2)C1=O)c1cccnc1 (configuration not stated)	1.5	3.0	2.9	4.2	2.9	5.5	-9.4	4.5	4.3	-0.1
COc1ccccc1CN(C)CC(=O)Nc1ccccc1-c1ccccc1	-3.4	3.6	-4.6	-1.8	4.0	-3.2	-1.9	-2.5	10.2	1.4
CCOc1ccc(NC(=O)CN2C(=O)CCSc3ccc(S(=O)(=O)N4CCCC4)cc32)cc1	2.2	2.9	3.0	1.2	-8.5	-15.5	-7.2	-17.9	-12.8	1.7
Cc1ccc(CSc2nc3ccncc3n2CC(=O)Nc2cc(C)cc(C)c2)cc1	-1.8	0.8	0.1	0.4	2.6	-10.4	8.7	-11.1	-9.3	1.5
Cc1ccc2nc(-c3ccc(N4C(=N)SC5CS(=O)(=O)CC54)cc3)sc2c1 (configuration not stated)	-69.2	4.2	3.5	-53.2	-1.4	i	-0.4	-7.8	-11.1	-195.2
Cc1ccc(/C=N/NC(=O)c2sccc2OCc2ccc(F)cc2)cc1	-0.3	5.9	-1.8	-1.0	-3.9	1.9	-5.2	-8.5	2.0	-2.9
O=C(OCC(=O)N1CCCC1=O)c1cccc(S(=O)(=O)N2CCOCC2)c1	-6.0	-1.3	3.4	1.1	2.8	-1.1	8.2	9.2	-1.9	-2.7
Cc1nn2c(NCCN(C)C)c3c(nc2c1-c1ccccc1)CCC3	-50.4	-1.0	-5.1	-25.2	-2.5	-5.7	7.5	-0.6	-0.9	-3.2
Cc1cc(C(=O)Cn2cnc3ccccc3c2=O)c(C)n1C1CC1	2.6	0.4	0.8	0.8	-10.3	-9.8	9.7	-5.2	8.7	0.1
CCc1ccc(C2CC(=O)NC(SCC(=O)OC(C)C)=C2C#N)cc1 (configuration not stated)	0.2	-0.7	-4.7	1.4	3.2	-0.5	-1.1	2.0	15.4	2.4
CC1(C)Cc2c(cnn2-c2ccccc2)C(NC(=O)CCc2ccncc2)C1 (configuration not stated)	-4.3	-7.6	5.9	4.1	1.3	-4.8	9.4	0.1	-4.1	-4.9
COc1cccc(CNC(=O)CNC(=O)N2CC(=O)Nc3ccccc32)c1	-10.1	-8.9	1.6	-0.7	-4.2	-12.0	1.7	1.4	1.9	1.3
CC(=O)N1CCN(Cc2nc3cc(NC(=O)c4cccs4)ccc3n2C)CC1	-5.5	9.0	-4.1	-4.7	5.2	3.0	-5.8	-10.9	-5.7	-1.0
CSc1cccc(CN2CCC(CCC(=O)NC3CC3)CC2)c1	-2.4	4.5	-0.7	0.9	0.7	2.2	-10.8	9.2	11.2	-1.3
Cc1cc(S(=O)(=O)Nc2ccc(C(=O)N3CC(C)OC(C)C3)cc2)ccc1F (configuration not stated)	-2.2	-3.2	-2.3	2.2	9.4	4.7	-6.7	10.1	10.3	-0.1
Nc1ccccc1S(=O)(=O)NCCCCc1ccccc1	-2.8	12.7	-7.2	1.0	2.2	12.4	-15.0	-11.2	-0.8	5.5
COc1c(Br)cc(Br)cc1/C=C1/C(=O)N=C(N)N1C	1.5	-8.6	2.1	0.3	3.9	-1.8	-1.0	-0.3	-4.0	-2.7
COC(=O)c1ccc2c(=O)n(CC3CCCO3)c(SCC(=O)Nc3ccccc3Cl)nc2c1 (configuration not stated)	1.4	-4.1	7.6	2.1	-0.8	-1.7	-11.4	15.4	-4.8	-3.0
CCOC(=O)C1=C(COC(=O)C2CC(=O)N(c3ccccc3F)C2)NC(=O)NC1C (configuration not stated)	-1.6	0.2	-2.6	3.5	-1.0	3.3	9.1	2.0	8.5	1.2
COc1ccc(Cl)cc1NC(=O)NCc1ccco1	-0.2	-1.5	6.4	-2.0	1.6	4.1	4.8	-14.5	-14.9	2.6
